Compound activity: PubChem BioAssay, National Center for Advancing Translational Sciences (NCATS)
EPAC1 antagonist: antagonists of human EPAC1; O95398; EPAC1 GEF assay, Rap1b-BODIPY-GDP exchange fluorescence; Potency, µM (titrated, usually from 115 µM), without a hit: at the top dose activity change, negative = inhibition, hits mostly inhibitors; hit rate 0.14% among 360,000; AID 720709;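 also: potency is read from the fitted curve at half-maximal effect; plate controls were vehicle for no effect and positive control for full effect; nearly all actives have a fitted effect of over 50% in size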
Target sequence (O95398 whole entry, looked up): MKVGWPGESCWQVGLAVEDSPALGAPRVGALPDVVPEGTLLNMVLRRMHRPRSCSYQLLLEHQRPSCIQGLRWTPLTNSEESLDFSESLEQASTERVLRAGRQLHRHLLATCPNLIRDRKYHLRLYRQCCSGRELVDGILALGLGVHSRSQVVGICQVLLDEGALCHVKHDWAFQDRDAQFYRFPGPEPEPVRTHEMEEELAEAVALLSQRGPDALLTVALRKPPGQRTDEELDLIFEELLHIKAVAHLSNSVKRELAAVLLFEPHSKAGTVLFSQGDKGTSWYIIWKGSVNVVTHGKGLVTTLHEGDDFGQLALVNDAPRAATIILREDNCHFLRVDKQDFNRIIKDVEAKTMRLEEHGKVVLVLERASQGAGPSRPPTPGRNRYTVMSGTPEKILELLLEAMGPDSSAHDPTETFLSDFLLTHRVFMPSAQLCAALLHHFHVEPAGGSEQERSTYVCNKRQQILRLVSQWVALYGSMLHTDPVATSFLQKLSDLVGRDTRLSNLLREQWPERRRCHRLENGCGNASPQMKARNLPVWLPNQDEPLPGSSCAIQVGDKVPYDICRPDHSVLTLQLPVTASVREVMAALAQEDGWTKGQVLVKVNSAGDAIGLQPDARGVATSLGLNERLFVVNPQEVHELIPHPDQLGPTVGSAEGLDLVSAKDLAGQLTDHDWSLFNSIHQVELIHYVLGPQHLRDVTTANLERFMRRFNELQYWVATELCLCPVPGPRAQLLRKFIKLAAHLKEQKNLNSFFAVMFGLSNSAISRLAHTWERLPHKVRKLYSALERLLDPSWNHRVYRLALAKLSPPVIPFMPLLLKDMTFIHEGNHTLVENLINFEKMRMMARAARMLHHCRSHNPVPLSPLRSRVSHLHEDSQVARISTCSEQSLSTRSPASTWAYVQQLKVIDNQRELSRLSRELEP
PLK1 PBD inh: PLK1 (human) polo-box domain binding inhibition. hit rate 2.8% among 360,000. Potency, µM, for inactives: max response, negative = inhibition, most hits filed as inhibitors. Plk1 PBD binding of FITC phosphopeptide, fluorescence polarization. P53350; also: potency is read from the fitted curve at half-maximal effect; series mostly up to about 57 µM; % is scaled to controls: 0 for no effect and ±100 for the full control effect; nearly all actives have a fitted effect of over 65% in size
MmCpn inh: inhibitors of Methanococcus maripaludis chaperonin (MmCpn) | purified Mm-Cpn ATPase, ADP Transcreener TR-FRET | Potency, µM (series often up to 76.9 µM), for the others: at the highest dose activity, negative = inhibition, most hits filed as inhibitors | hit rate 0.031% among 330,000; also: potency is read from the fitted curve at half-maximal effect; % is scaled to controls: 0 for no effect and ±100 for the full control effect; nearly all actives have a fitted effect of over 80% in size
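Eu-cryptate anti-ADP/ADP-d2 competition gives a ratio inversely related to ADP. Enzyme at 25 nM was pre-exposed to compound for 10 min, then given 10 uM ATP for 30 min, 37°C throughout.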
CCT chaperon mod: changes cytosolic chaperonin activity; purified chaperonin ATPase assay, HTRF ADP detection, 30 min; hit rate 0.3% among 360,000; activity change, % (concentration not given with the values), hits read low; in the data active = activity change below about -30%; also: % is scaled to controls: 0 for no effect and ±100 for the full control effect
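First, chaperonin was dispensed at 40 nM or 20 nM final depending on batch activity. Next, compounds were pinned at 76 uM and ATP added at 10 uM. After 30 min at 37 °C, ADP detection reagents ran 30 min at ambient temperature.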
EPAC2 antagonist: antagonists of human EPAC2; Q8WZA2; EPAC2 GEF exchange of Rap1B-BODIPY-GDP, fluorescence; Potency, µM (series often up to 114 µM), inactives show at the top dose activity, negative = inhibition, most hits filed as inhibitors; hit rate 0.18% among 360,000; AID 720708; also: potency is read from the fitted curve at half-maximal effect; % is scaled to controls: 0 for no effect and ±100 for the full control effect; nearly all actives have a fitted effect of over 45% in size; many of its hits are not listed in these tables
WRN inhibitor: inhibitors of human WRN helicase | hit rate 0.46% among 360,000 | AID 651768 | WRN helicase unwinding, fluorescent forked duplex, kinetic | Potency, µM (series often up to 114 µM), for the others: top-dose activity change, negative = inhibition, actives largely listed as inhibitors; also: potency is read from the fitted curve at half-maximal effect; % is scaled to controls: 0 for no effect and ±100 for the full control effect; nearly all actives have a fitted effect of over 55% in size
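Primary qHTS, 1536-well format. 20 nM WRN + compound, 15 min RT; start with 100 nM forked fluorophore/quencher duplex, 2 mM ATP (final); kinetic read ex 525/em 598 nm.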
EPAC1 ag: activates human EPAC1 exchange factor. O95398. EPAC1 agonist qHTS, biochemical assay; response scale: 100% = response to 6.5 mM cAMP. Potency, µM (top dose mostly 154 µM), inactives show top-dose activation, most hits filed as activators. hit rate 0.073% among 360,000. AID 720707; also: potency is read from the fitted curve at half-maximal effect; nearly all actives have a fitted effect of over 60% in size
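Nucleotide exchange assay: 100 nM EPAC1 with 250 nM Rap1B loaded with BODIPY-GDP and 50 uM GDP, room temperature. Fluorescence (480/540 nm) read every 5 min for 30 min; signal change normalized to 6.5 mM cAMP as full agonist.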
PI5P4Ka inh: inhibitors of human PI5P4K alpha | PI5P4Kalpha enzyme, ADP-Glo luminescence, 60 min; hits give low values | AID 652105 | hit rate 1.2% among 330,000 | max response, % | P48426; active = max response of -50% or lower; inconclusive = between -30% and -50%; inactive = -30% or higher; also: value at the top dose of about 77 µM; % is scaled to controls: 0 for no effect and ±100 for the full control effect
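ADP-Glo luminescence end-point after a 60 min room-temperature kinase reaction. PI5P4Kalpha and substrate in HEPES pH 7.4 buffer with EGTA, 0.1% CHAPS and 5% DMSO; ATP at 5 microM final.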
* = called active by the depositor; ? = inconclusive; · = no result given; & = joins results of further samples; [ ] = remark or other dose. Unless noted, calls follow the shape of the dose curve; as a rule, active = well fitted curve in the direction sought with a large enough effect; inconclusive = small, poorly fitted or top-dose-only effect, or another doubt; inactive = no such curve, though single readings can be large; an effect the other way counts as inactive or inconclusive.

SMILES	EPAC1 antagonist	PLK1 PBD inh	MmCpn inh	CCT chaperon mod	EPAC2 antagonist	WRN inhibitor	EPAC1 ag	PI5P4Ka inh
CC(C)CNc1nc(Oc2ccc(=O)n(-c3ccccc3)n2)nc(N2CCOCC2)n1	4.8%	-14.5%	-0.6%	-2.5	-11.9%	5.3%	7.0%	1.9
Oc1cccc2c(-c3nn[nH]n3)ccnc12	-8.4%	·	-0.4%&-0.8%	·	2.2%	·	-15.4%	·
Cc1noc(C)c1NC(=O)N(C)C[C@H]1Oc2ccc(NC(=O)Nc3ccccc3)cc2C(=O)N([C@H](C)CO)C[C@@H]1C	-2.8%	-29.2%	2.0%	-0.7	-5.9%	-1.7%	13.7%	-2.8
CC(C)C(NS(=O)(=O)c1c(Cl)cccc1Cl)C(=O)OCC(=O)c1c[nH]c2ccccc12 (configuration not stated)	?	5.8%	-7.3%	-0.8	-20.8%	-31.4%	-10.9%	12.6
O=C1OC(c2ccc(Cl)cc2)=N/C1=C\C=C\c1ccco1	3.4%	-7.3%	-4.0%	-1.8	-5.6%	-13.4%	13.1%	-1.1
Cc1ccc(NC(=O)Nc2ccc3c(c2)OCO3)c(OC(F)F)c1	-3.4%	-5.8%	0.2%	-2.2	-4.1%	-12.1%	-10.7%	-9.5
CC(=O)c1cccc(NC(=O)CCCNC(=O)c2ccc(Cl)cc2)c1	-9.8%	0.1%	5.3%	-0.5	8.5%	-26.5%	0.1%	-1.0
COC(=O)c1cc(NC(=O)/C=C/c2ccc3c(c2)OCO3)cc(C(=O)OC)c1	8.3%	-0.2%	1.9%	1.4	0.2%	-0.5%	-1.6%	0.1
O=C(C[n+]1cc(Br)cc(Br)c1)c1ccccc1	-28.0%	-2.6%	-3.6%	-3.1	0.5%	2.4%[57.1 µM]	5.0%	0.8
COc1ccc(CC(=O)OCC(=O)NCCNC(=O)COC(=O)Cc2ccc(OC)cc2)cc1	-6.7%	-2.0%	0.7%	0.5	-3.2%	-2.3%	12.1%	0.3
CCOc1ccc(OCC)c(NC(=O)c2ccc(CNc3c(N4CCCC4)c(=O)c3=O)cc2)c1	15.3%	-2.1%	1.9%	-0.8	-13.2%	-12.7%	-1.6%	-2.1
CC1=NN(c2ccc(C)cc2)C(=O)/C1=C\C=C\c1ccccc1	0.6%	-28.0%	1.5%	-3.5	2.6%	-5.9%[11.6 µM]	4.0%	3.6
Cc1nn(-c2ccccc2)c(Cl)c1/C=N/NC(=O)c1ccc(CNc2ccccc2)o1	4.0%	-1.3%	-3.8%	0.5	3.8%	-14.9%	16.7%	-4.7
Cc1ccc([N+](=O)[O-])cc1N=C(c1cccc([N+](=O)[O-])c1)N1CCOCC1	6.6%	-13.9%	1.0%	-2.4	2.3%	13.4%	9.2%	6.4
Cc1ccc(CNC(=O)Cc2ccc(NC3=NC4CS(=O)(=O)CC4S3)cc2)cc1 (configuration not stated)	20.4%	3.9%	-0.4%	-1.2	-4.6%	-4.7%	-6.5%	-1.8
Cc1cc(C)n2nc(N)c(N=Nc3cccc(Cl)c3)c2n1	-6.5%	-4.8%	-3.7%	-0.7	-4.8%	-12.3%[57.1 µM]	-0.5%	0.5
O=S(=O)(NCCc1ccccn1)c1ccc(F)c(F)c1	4.9%	0.8%	-0.2%	-0.6	0.0%	3.3%	-10.2%	-6.3
Cc1ccc(C(=O)N2CCSC2=S)cc1	-18.4%	?	4.2%	-0.4	-0.1%	-0.3%	-4.8%	-5.1
CSc1ccc(CNc2nnnn2C)cc1	-8.4%	-12.0%	1.9%	-1.4	1.7%	-8.2%	-6.7%	-0.9
Cc1ccc(CN(C)C(=O)c2ccc(S(=O)(=O)N3CCCCCC3)cc2)o1	-11.9%	0.4%	0.0%	-0.2	3.9%	-0.6%	7.5%	2.8
C=C(C)CNC(=S)N/N=C/c1ccc(NC(C)=O)cc1	-14.7%	4.1%	-0.5%	1.8	-0.5%	-10.6%	-3.7%	-5.1
CCOC(=O)c1ccc(S(=O)(=O)N2CCN(C(=O)c3cc4ccccc4o3)CC2)cc1	-8.8%	-7.5%	1.5%	-0.2	-4.9%	4.3%	8.9%	-10.7
Cc1cc(C(=O)N2CCc3ccccc32)c2cc(F)ccc2n1	-7.1%	-6.2%	1.0%	1.2	0.0%[57.1 µM]	-5.7%	-0.4%	9.5
COc1ccccc1CC(=O)OCC(=O)N1CCN(c2ccc(F)cc2)CC1	-0.6%	-5.4%	-0.4%	-3.5	2.5%	7.5%	-0.2%	-7.4
Cc1ccc(NC(=O)Cc2ccc(-n3cccc3)cc2)c(C)c1	1.0%	-15.8%	0.0%	-0.2	1.4%	-29.3%	-5.5%	-21.1
COc1cccc(-c2sc3ccccc3c2-c2ccc(OCCN(C)C)cc2)c1	-2.4%	3.2%	-13.1%	-1.9	9.0%	4.7%	0.8%	25.2
COc1ccc(Br)c(C(=O)OCC(=O)Nc2cc(C)on2)c1	7.1%	-1.1%	·	0.6	-7.7%	9.0%	0.0%	-4.8
Oc1ccc(-c2csc(Nc3ccccn3)n2)cc1O	-8.6%	?	-10.0%	0.8	-1.1%	-9.6%[11.6 µM]	-1.0%	?
O=S(=O)(Nc1ccc(Cl)c(C(F)(F)F)c1)c1cnc[nH]1	-2.4%	-6.2%	1.5%	-6.3	-7.8%	3.1%	-3.5%	-4.8
Cc1nc2ccccc2n1-c1ccccc1	9.0%	1.3%	-1.7%	1.4	13.7%	3.1%	-2.6%	0.2
Cc1ccc(CNC(=O)CS(=O)CC(=O)O)cc1 (configuration not stated)	-3.1%	0.7%	0.2%	0.0	7.5%	-1.3%[57.1 µM]	6.4%	4.7
COc1ccc(C2CC(=O)Oc3cc(O)ccc32)cc1 (configuration not stated)	1.1%	-9.7%	0.8%	-0.1	-0.1%	-0.6%	5.5%	0.2
CCOC(=O)CC(NC(=O)c1ccco1)c1ccccc1Cl (configuration not stated)	-11.3%	-10.3%	0.0%	-1.7	-1.8%	14.6%[57.1 µM]	-0.9%	-1.0
CC(=O)c1ccc(Nc2c(C)n(C)n(-c3ccccc3)c2=O)cc1	7.0%	-26.8%	-24.1%	-0.7	0.2%	-6.7%	1.4%	-8.1
COc1ccccc1CNC(=O)C1CCC(CNc2c(N3CCCCC3)c(=O)c2=O)CC1 (configuration not stated)	-3.2%	-6.9%	?	-0.9	7.8%	3.2%	12.6%	0.2
Cc1noc(NS(=O)(=O)c2ccc(N/C=C\C(=O)c3ccncc3)cc2)c1C	-0.2%	-5.9%	-2.4%	0.9	10.3%	-9.2%	-4.0%	·
O=C(CSc1cccc2cccnc12)N/N=C/c1cccc(O)c1	-16.5%	-20.0%	-1.1%	-0.2	-7.5%	-1.8%	5.6%	-3.2
COC(=O)c1ccc2c(=O)[nH]c(CN3c4ccccc4CC3C)nc2c1 (configuration not stated)	7.6%	-13.7%	0.6%	0.3	-0.4%[57.1 µM]	-13.3%	1.6%	?
Cc1cccc(CSCCNC(=O)c2ccc(CN3CCOCC3)cc2)c1	-17.1%	1.1%	-2.3%	1.5	4.5%	-6.0%[57.1 µM]	-13.4%	-1.4
Cc1ccc(Cn2c(SCC(C)C)nc3c2c(=O)[nH]c(=O)n3C)cc1	-1.3%	23.8µM*	0.2%	-1.1	5.6%	-25.9%[57.1 µM]	-6.1%	-7.7
Cc1ccc(C2CC2C(=O)NNC(=S)Nc2cccc(Cl)c2)cc1 (configuration not stated)	-4.6%	?	-3.0%	0.3	-0.8%	-6.3%	2.7%	-8.9
COCCOc1ccc(C(F)(F)F)cc1NC(=O)COC(=O)c1cc([N+](=O)[O-])ccc1N1CCOCC1	-19.0%	2.3%	-2.6%	-0.9	-4.8%	-4.7%	-3.3%	-2.3
O=C1CN(C(=O)N[C@@H](Cc2ccccc2)C(=O)N[C@H](Cc2ccccc2)C(=O)O)c2ccccc2N1	1.6%	2.5%	0.1%	2.7	-2.5%	2.3%	5.0%	8.3
O=C(NCc1ccco1)c1cnc2ccccn2c1=O	-9.7%	-10.4%	-0.4%	-1.8	22.8%	2.5%	-5.7%	-4.3
CC(OC(=O)c1oc2ccccc2c1COc1ccccc1)C(=O)NC(N)=O (configuration not stated)	12.2%	-9.6%	-1.8%	-9.2	4.5%	-5.7%	3.5%	-9.5
COc1ccc(NC(=O)CCNC(=O)N2CC(=O)Nc3ccccc32)c(OC)c1	2.1%	-3.5%	1.4%	1.4	7.4%	-3.2%	-10.9%	1.2
CCn1c(SCC(=O)c2ccccc2)nnc1-c1cc2cc(Br)ccc2o1	-13.9%	-6.4%	1.3%	-4.1	2.1%	0.4%	7.2%	-16.6
Cc1ccc2nc3c(cc(C(=O)NC4CCCCC4)c(=N)n3C3CCCCC3)c(=O)n2c1	13.1%	4.9%	4.0%	0.7	-0.8%	14.4%	9.2%	1.4
C/C=C(\C)C(=O)NCCN1C2=NC[C@H](Cc3ccccc3)N2C[C@H]1Cc1ccc(O)cc1	2.4%	-1.3%	·	0.2	8.5%	18.2%	-18.8%	-3.6
Cc1ccccc1OCC(=O)N/N=C/c1ccc(N(C)C)cc1	2.8%	-5.8%	-0.3%	-0.5	0.4%	-8.1%	-4.9%	5.9
CSc1nc(-c2ccc(Cl)cc2Cl)[nH]c(=O)c1C#N	7.4%	?	-1.8%	2.4	?	?	-3.1%	-20.5
Cc1ccc2nc(SCc3cccc([N+](=O)[O-])c3)nc(C)c2c1	-13.9%	-2.8%	-6.2%	-3.8	3.5%	-2.8%	16.3%	3.5
CCC(C)NC(=O)c1cc(-c2cccs2)nc2ccccc12 (configuration not stated)	-3.2%	-9.0%	-2.3%	-1.5	4.6%	11.4%	6.3%	0.0
COC(=O)c1cccc(NC(=O)c2cccnc2C(=O)O)c1C	-23.2%	-14.2%	-4.0%	-1.9	-3.4%	?	7.2%	-4.6
CCOC(=O)N1CCN(C(=O)c2ccccc2NC(=O)c2ccccc2Cl)CC1	4.5%	2.0%	-0.6%	1.7	22.6%	-8.1%	-8.7%	-1.6
CC(C)CCNC(=O)CN(C(=O)Cn1nnc(-c2ccc(F)cc2)n1)C1CCCC1	0.3%	-3.8%	2.0%	-1.7	-4.7%	-5.6%	6.7%	·

Only part of the results is shown, so the mix of outcomes need not match the whole.
